# HKDC1 inh: HKDC1 hexokinase inhibitors, primary screen, biochemical, fluorescence, uHTS | Q2TB90 | recombinant HKDC1, G6PDH/diaphorase resazurin coupled fluorescence | inhibition, % at 20 µM | hit rate 0.16% among 340,000;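 active = inhibition above about 35% when tested at 20 µM, limit read from the data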;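 note: plate controls were DMSO wells with enzyme for no effect and DMSO wells lacking enzyme for full effect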
#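 test system = in-house recombinant HK5 (HKDC1) enzyme | amount = HKDC1 at 5 µg/mL | control set = DMSO-enzyme wells negative, buffer-substituted wells positive | compound = one dose of 20 µM, 1% DMSO | schedule = reaction time 90 min, room temperature, protected from light | technique = resorufin fluorescence at 613 nm | reagent = glucose with 1 mM ATP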
# UBC13 polyUb: UBC13 polyubiquitin chain formation inhibitors, primary screen, biochemical, TR-FRET, uHTS; hit rate 0.47% among 330,000; Ubiquitin-conjugating enzyme E2 N (Homo sapiens), P61088; inhibition, % at 20 µM; in the data active = inhibition above about 45%, passing the limit was not always enough
# Target sequence (P61088 whole entry, looked up): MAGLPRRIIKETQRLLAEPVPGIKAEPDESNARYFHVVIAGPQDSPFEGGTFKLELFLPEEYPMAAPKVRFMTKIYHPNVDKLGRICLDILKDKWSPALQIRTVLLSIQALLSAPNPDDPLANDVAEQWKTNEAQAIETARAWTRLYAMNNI
# Gli-Sufu block: Gli-Sufu pathway antagonists, primary screen, luciferase luminescence, Sufu-KO-LIGHT cells, uHTS. Sufu-KO-LIGHT fibroblasts, Gli luciferase reporter luminescence. AID 588413, 2011. hit rate 0.74% among 340,000. inhibition, % at 5 µM;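 active = inhibition above about 55%, limit read from the data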;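 note: 0% = DMSO-treated cells and 100% = wells with medium but no cells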
# SENP8 inh: SENP8 protease inhibitors, primary screen, biochemical, luminescence; hit rate 1.2% among 330,000; purified SENP8, Z-RLRGG-aminoluciferin cleavage; AID 2540, 2010; inhibition, % at 10 µM
# Target sequence (Q96LD8 whole entry, looked up): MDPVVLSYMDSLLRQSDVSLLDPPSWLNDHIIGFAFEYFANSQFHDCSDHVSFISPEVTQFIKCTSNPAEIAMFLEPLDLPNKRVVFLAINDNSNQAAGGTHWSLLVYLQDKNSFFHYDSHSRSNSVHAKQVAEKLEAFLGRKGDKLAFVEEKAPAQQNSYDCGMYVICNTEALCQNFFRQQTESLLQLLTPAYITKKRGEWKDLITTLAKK
# SENP7 inh: SENP7 protease inhibitors, primary screen, biochemical, luminescence, uHTS; recombinant SENP7, Z-RLRGG-aminoluciferin luminescence, 40 min; AID 434973, 2010; inhibition, % at 5 µM; hit rate 1.5% among 330,000; Sentrin-specific protease 7 (Homo sapiens), Q9BQF6;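 active = inhibition above about 50% at the single test dose, limit read from the data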;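 note: plate controls were DMSO with enzyme for no effect and no enzyme buffer wells for full effect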
# Target sequence (Q9BQF6 706-1050 limits assumed): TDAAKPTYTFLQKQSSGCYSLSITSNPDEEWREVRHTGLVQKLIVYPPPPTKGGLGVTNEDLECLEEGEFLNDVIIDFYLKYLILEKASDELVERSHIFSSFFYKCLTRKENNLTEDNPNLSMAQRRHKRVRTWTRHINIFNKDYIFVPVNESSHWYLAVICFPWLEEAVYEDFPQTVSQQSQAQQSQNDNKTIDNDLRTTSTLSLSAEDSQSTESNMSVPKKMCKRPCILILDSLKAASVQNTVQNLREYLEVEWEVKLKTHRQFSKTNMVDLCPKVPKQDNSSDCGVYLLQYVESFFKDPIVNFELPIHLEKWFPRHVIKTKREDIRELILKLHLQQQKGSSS
# Apaf1 inhib: inhibitors of human Apaf-1 apoptosome, primary screen, biochemical, DEVD-Rh110 fluorescence, uHTS; Apoptotic protease-activating factor 1 (Homo sapiens), O14727; reconstituted apoptosome caspase-3 activity; inhibition, % at 20 µM; hit rate 0.71% among 330,000; AID 489030, 2010; active = inhibition of at least 40% at 20 µM;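 note: plate controls were DMSO wells for no effect and DEVD-CHO caspase inhibitor wells for full effect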
#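 Material: biochemical Apaf-1 apoptosome reconstitution. Medium: Hepes buffer, pH 7.5. Also added: cytochrome c activation, bis-DEVD rhodamine 110 substrate. Timing: 30 min compound preincubation, 50 min activation, room temperature. Measured by: rhodamine 110 fluorescence at Ex 480/Em 540 nm.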
# Jurkat NFkB inh: inhibitors of induced NF-kB luciferase reporter, primary screen, TCR NF-kB activation inhibitor project, cell-based, luminescence, uHTS. Jurkat, PMA/ionomycin-induced NF-kB luciferase reporter. inhibition, % at 4 µM. hit rate 0.53% among 330,000
# 697 NFkB inh: inhibitors of PMA/ionomycin-induced NF-kB reporter, 697 cells, primary screen, B-cell NF-kB inhibitor project, cell-based, luminescence, uHTS; 697 B-cell NF-kB luciferase reporter, 16 h; hit rate 0.33% among 330,000; inhibition, % at 4 µM; in the data active = inhibition above about 35%
# Active calls of the source: *; . = no result given. Cut-off read from the data, not from the text of the source, unless noted: active = inhibition above about 50%; inactive = the rest. Rows were taken by chance. About 3.6% of those tested had a hit in this group.
SMILES,HKDC1 inh,UBC13 polyUb,Gli-Sufu block,SENP8 inh,SENP7 inh,Apaf1 inhib,Jurkat NFkB inh,697 NFkB inh
O=S(=O)(Nc1nc2ccccc2nc1Nc1cccc(S(=O)(=O)N2CCCCC2)c1)c1ccccc1,-5,-3,45,6,5,34,-2,-32
COc1ccc(C2CC(c3cccs3)=NN2C(=O)CCC(=O)O)cc1 (centres undefined),-6,2,-1,5,-3,0,-7,14
O=C(Nc1cc(C(F)(F)F)ccc1N1CCOCC1)c1n[nH]c(=O)c2ccccc12,-2,11,15,4,5,-38,10,0
CCC(C)[C@@H]1NC(=O)N(CCCN2CCCC2=O)C1=O (some centres undefined),-14,6,7,-5,4,-6,10,8
Cc1cc(C(=O)CSc2nn3c(=O)c(C(C)(C)C)nnc3s2)c(C)n1C,1,-8,2,-1,-3,9,-1,-2
CC(C)Sc1nc(NCc2ccco2)c2c3c(sc2n1)COC(C)(C)C3,6,0,7,0,6,15,-45,-42
COc1cccc(C(=O)NNC(=O)Cc2ccc([N+](=O)[O-])cc2)c1,-5,8,-1,-5,0,5,-2,18
O=C(CN1CCSC1=O)N1CCN(S(=O)(=O)c2ccc(F)cc2)CC1,-5,-6,-13,-11,7,-5,-10,-33
CCC(=O)Nc1ccc(NC(=O)c2oc3ccccc3c2C)cc1,-7,3,2,-10,8,8,-28,20
CC(C)(C)CN1CCNC(=O)C1CC(=O)NCCc1ccccc1C(F)(F)F (centres undefined),-2,3,10,4,6,1,-4,-7
O=C(c1ccco1)N1CCN(Cc2nc3ccccc3[nH]2)CC1,6,6,-25,5,5,-11,-2,-1
COc1ccc(C(C(N)=O)c2ncc(C(F)(F)F)cc2Cl)cc1 (centres undefined),-4,-5,-20,8,4,-4,14,6
CCOC(=O)C1CCCN(C(=O)CSc2nnc3nc(C)cc(C)n23)C1 (centres undefined),-3,-10,1,-17,-10,12,-8,4
CC1CCc2sc(C(=O)Nc3nnc(SCc4ccc(F)cc4)s3)cc2C1 (centres undefined),-1,-2,0,-2,10,4,-44,-18
COc1cccc(OCC(=O)NCC2CCCO2)c1 (centres undefined),-5,6,0,7,0,-6,-4,23
O=C(NCC1CCCO1)c1ccc(Oc2ccc([N+](=O)[O-])cc2)cc1 (centres undefined),1,-4,8,0,4,4,1,12
CC1CC1C(=O)Nc1nc2ccc(Cl)cc2s1 (centres undefined),-1,10,-89,-3,-2,10,-67,-119
O=C(NCCOc1ccccc1)c1n[nH]c(=O)c2ccccc12,-7,0,-4,6,-6,-19,-5,6
O=C(O)c1ccc2c(c1)C(=O)N(c1ncccn1)C2=O,-4,4,-4,-1,3,-7,6,3
Fc1ccc(C(CCNCc2cccs2)c2ccco2)cc1 (centres undefined),7,-1,7,-5,-9,5,-28,-8
Cc1ccc(-c2ccc(CCC(=O)O)n2CC2CCCO2)cc1 (centres undefined),6,-1,4,-11,-5,-7,2,-3
O=C1N/C(=C/c2cccn2-c2ccc(F)cc2)C(=O)N1Cc1ccccc1,-7,9,6,1,3,-17,1,14
CN(Cc1ccccc1)C(=O)c1nc2ccccn2c1CN1CCc2sccc2C1,-7,3,17,-8,-5,13,-3,1
CC(NC(=O)NC(=O)c1ccc(F)cc1)C1CC1 (centres undefined),-5,6,-12,-7,-2,-5,20,-7
Cc1c(NS(=O)(=O)c2cccs2)cccc1-c1nc2cccnc2s1,-5,2,-5,-1,-9,-17,-10,-20
CCOC(=O)Cn1ccc(NC(=O)COc2ccc(F)cc2F)n1,-5,3,-10,-4,1,-11,2,1
CCNC(=O)c1ccccc1NC(=O)C1CC(=O)N(C(C)C)C1 (centres undefined),-6,-3,-7,0,6,2,-10,-6
C[C@H](Nc1ncnc2sc3c(c12)CCC3)C(=O)O,-4,-3,15,-7,-3,-2,3,-3
COc1ccc(C(=O)CSc2nnc(NC(=O)C3CC(=O)N(c4ccccc4)C3)s2)cc1 (centres undefined),15,-9,-1,1,-4,14,6,-1
Cc1n[nH]c(=S)n(/N=C/c2cccc([N+](=O)[O-])c2)c1=O,-2,12,-6,0,7,-19,19,4

# 3 structures already listed, arranged by molecular weight, highest first:
SMILES,HKDC1 inh,UBC13 polyUb,Gli-Sufu block,SENP8 inh,SENP7 inh,Apaf1 inhib,Jurkat NFkB inh,697 NFkB inh
COc1ccc(C(=O)CSc2nnc(NC(=O)C3CC(=O)N(c4ccccc4)C3)s2)cc1 (centres undefined),15,-9,-1,1,-4,14,6,-1
COc1ccc(C(C(N)=O)c2ncc(C(F)(F)F)cc2Cl)cc1 (centres undefined),-4,-5,-20,8,4,-4,14,6
O=C(NCCOc1ccccc1)c1n[nH]c(=O)c2ccccc12,-7,0,-4,6,-6,-19,-5,6

# (continued)
SMILES,HKDC1 inh,UBC13 polyUb,Gli-Sufu block,SENP8 inh,SENP7 inh,Apaf1 inhib,Jurkat NFkB inh,697 NFkB inh
CCc1ccccc1NC(=O)CNC(=O)CSC(=S)N1CCCC1,1,-10,3,-17,-6,14,0,9
CCOc1ccc(NC(=O)COc2nsnc2N2CCOCC2)cc1,-3,3,2,1,5,-6,-15,19
CCOc1ccc(S(=O)(=O)NCCC(=O)N2CCN(c3ccccc3O)CC2)cc1,4,2,-3,4,4,1,1,7
O=C(Nc1ccc(C(=O)N2CCCC2)cc1)c1ccc(F)cc1Cl,-6,1,-12,-9,-3,10,-7,0
C=CCSc1nc2ccccc2c(=O)n1Cc1ccccc1,-4,-4,-9,3,9,15,-16,-60
O=C(O)c1cncc(Br)c1,-3,8,-9,-4,-4,1,3,9
CCn1ncc(/C=N\NC(=O)c2cc(-c3ccc(C)cc3C)nc3ccccc23)c1C,-3,0,-15,1,4,13,9,-10
CCOC(=O)Cc1csc(NC(=O)CCSc2ccccc2)n1,0,-3,26,-7,10,6,-4,4
Cn1c2c(c(=O)n(C)c1=O)C(c1ccc(Cl)cc1)C(C#N)=C(N)O2 (centres undefined),-2,9,-6,-8,-16,-2,-2,0
COc1ccccc1CC(=O)Nc1ccc(Cl)cc1C(=O)O,-5,4,1,-1,4,2,-26,-1
Cc1ccc(-n2nc(C(=O)N3CCN(C)CC3)c3c4ccccc4n(C)c3c2=O)cc1,-3,-6,1,1,3,2,-5,-8
Cc1nn(C)cc1[C@@H]1C[C@H]2CN(Cc3cccc(Cl)c3)C(=O)[C@]23CCCN13,-4,-2,33,-6,-9,3,-8,-3
COc1ccc(C(=O)N/C(=C/c2ccco2)C(=O)NC2CCS(=O)(=O)C2)cc1 (centres undefined),7,-12,-13,-1,0,9,-19,7
Cc1cc(CNC(=O)C(C)n2nc(C)c([N+](=O)[O-])c2C)c2ccccc2n1 (centres undefined),2,-9,11,-7,-18,6,2,-11
O=S(=O)(c1ccccc1)c1nc(NCc2cccnc2)sc1Cl,-5,-1,2,2,3,0,2,13
Cc1cc2c(c(SCC(=O)NCc3ccccc3Cl)n1)C(=O)OC2,-7,1,-17,3,1,-1,-25,17
CN1/C(=C\C=N\NC(=O)c2cccnc2)C(C)(C)c2ccccc21,-13,2,2,1,-4,-2,7,4
CC(=O)Nc1ccc(C(=O)NNC(=O)c2cc([N+](=O)[O-])cc([N+](=O)[O-])c2)cc1,-1,-10,-1,6,8,10,3,-6
COc1ccccc1/C=N/NC(=O)CN(C1=NS(=O)(=O)c2ccccc21)c1ccccc1,1,-2,-8,-14,-7,18,-13,-10
CCC(=O)Nc1cccc(-c2nnc(SCC(=O)c3ccccc3)n2C)c1,0,-7,-29,1,2,7,-67,-39
CCCCc1ccc(NC(=O)CC(C)=O)cc1,-6,-2,-9,-8,12,8,-19,-6
CC(C)(C)NC(=S)NC1CC1,-4,-10,9,-1,1,-19,7,-14
Cc1nc(SCc2ccc(Br)cc2)[nH]c(=O)c1C,2,2,1,-6,-3,5,8,5
CCc1nc2ccc(C(=O)N(C)CC(=O)Nc3cccc(F)c3)cc2nc1CC,0,-2,-1,3,4,-4,1,0
c1ccc(Nc2nc(-c3ccncc3)cs2)cc1,-3,-4,-43,1,17,9,-88,-78
O=C(CCc1nnc2ccc(NCc3ccco3)nn12)N1CCCCC1,2,-5,-8,-4,-4,-6,1,-12
COc1ccc(NC(=O)c2ccccc2NC(=O)c2ccco2)cc1,2,0,-7,1,-2,0,34,2
O=C(O)c1nsc(Cl)c1Cl,0,2,-2,-7,-4,-7,5,16
CC(C)c1nnc(N2C(=O)c3oc4ccccc4c(=O)c3C2c2ccco2)s1 (centres undefined),1,-2,4,2,5,11,-2,-10
CN1CCN(S(=O)(=O)c2ccc(Br)c3ccccc23)CC1,0,-2,16,-4,-7,-4,1,4

# Compound profiles, as listed above. Screens in order: HKDC1 inh	UBC13 polyUb	Gli-Sufu block	SENP8 inh	SENP7 inh	Apaf1 inhib	Jurkat NFkB inh	697 NFkB inh
# CN1/C(=C\C=N\NC(=O)c2cccnc2)C(C)(C)c2ccccc21 as listed: -13	2	2	1	-4	-2	7	4
# CCC(C)[C@@H]1NC(=O)N(CCCN2CCCC2=O)C1=O (some centres undefined) as listed: -14	6	7	-5	4	-6	10	8
# CC(C)Sc1nc(NCc2ccco2)c2c3c(sc2n1)COC(C)(C)C3 as listed: 6	0	7	0	6	15	-45	-42
# c1ccc(Nc2nc(-c3ccncc3)cs2)cc1 as listed: -3	-4	-43	1	17	9	-88	-78
# Cn1c2c(c(=O)n(C)c1=O)C(c1ccc(Cl)cc1)C(C#N)=C(N)O2 (centres undefined) as listed: -2	9	-6	-8	-16	-2	-2	0

# Remaining list, next part
SMILES,HKDC1 inh,UBC13 polyUb,Gli-Sufu block,SENP8 inh,SENP7 inh,Apaf1 inhib,Jurkat NFkB inh,697 NFkB inh
COc1cccc(CNC(=O)COC(=O)c2cccc(S(=O)(=O)N3CCN(C(C)=O)CC3)c2)c1,3,-1,17,3,-6,-9,2,16
COC(=O)[C@@H]1[C@@H](C#N)C2(c3ccccc3-c3ccccc32)N(c2ccc(Cl)cc2)N1C#N,31,-4,12,-2,3,16,1,7
Nc1c(-c2ccccc2)cnn1-c1cccc([N+](=O)[O-])c1,0,-17,-42,-13,-6,14,-54,-82
C=CCn1c(C)cc(C(=O)COC(=O)[C@@H](NC(=O)c2ccccc2Cl)C(C)C)c1C,-6,-3,-4,-3,1,5,-25,-45
COc1ccc(-c2n[nH]c(=S)n2Cc2ccco2)cc1,-12,14,4,8,1,-15,11,6
O=C(CN1C(=O)c2ccccc2S1(=O)=O)NC(Nc1ccccc1F)C(Cl)(Cl)Cl (centres undefined),7,2,2,0,7,8,-11,0
CCSc1nc(-c2ccc(OC)cc2)n(-c2nc3ccccc3s2)n1,-2,16,7,-1,9,5,1,15
Cc1cc(C)n(CC(=O)NNC(=O)COc2ccc(Br)cc2F)n1,0,16,5,7,-1,-10,2,15
O=C(O)CCOc1ccc2c(c1)OCCO2,-2,4,-9,-6,7,-4,11,24
O=C(O)c1nc(Cl)c(Cl)c(N/N=C/c2ccccc2C(F)(F)F)c1Cl,0,-10,19,-26,-10,5,6,7
Cc1cc2nc3n(c2cc1C)CC1CC(C(=O)NCCc2cccs2)N(C)C31 (centres undefined),0,-11,4,3,3,-11,9,18
CS(=O)(=O)N(CC(=O)NC1CC2CCC1C2)c1ccc(Oc2ccccc2)cc1 (centres undefined),-4,-4,7,3,2,20,8,-13
O=C(CN1CCN(Cc2ccc3c(c2)OCO3)CC1)Nc1ccc2c(c1)OCO2,-4,4,3,1,1,2,-16,4
Cc1ccc(Cl)cc1N1CCN(C(=O)Cc2csc(Nc3nc(=S)[nH]c4ccccc34)n2)CC1,-3,-9,.,1,2,-5,7,-7
Brc1ccccc1OCCCN1CCCC1,1,-7,15,-11,-6,10,-5,-13
CCc1ccc(CN(C)C(=O)CCc2nc3ccccc3n(-c3ccc(OC)cc3)c2=O)cc1,3,-3,8,-3,10,31,-1,6

# Source: PubChem BioAssay
